Screening data: PubChem, several laboratories
TLR9-MyD88 inh: inhibitors of human TLR9-MyD88 binding | CHO BLA complementation TLR9-MyD88, CCF4 FRET ratio | inhibition, % at 4.98 µM | 0.21% of 340,000 active | AID 504734;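 active = inhibition above the mean over all tested compounds plus 3 SD, cut at about 21% in these data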;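 also: 0% = DMSO only wells and 100% = clavulanate BLA inhibitor control wells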
H9c2 protect: modulators protecting cardiomyocytes from myocardial damage; 0.63% of 360,000 active; protection from H2O2 cell death, % at 20 µM; H9c2 cardiomyocytes, H2O2 injury protection, ATPLite, 2 h;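 active = compounds giving at least 50% protection of heart cells from peroxide-induced death in the single-dose screen, raw or plate-pattern-corrected value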;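 also: 0% = DMSO wells with peroxide and 100% = DMSO wells without peroxide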
ABCB6 inh 2: inhibitors of human ABC transporter ABCB6; Q9NP58; K562-ABCB6 porphyrin accumulation, flow cytometry, 1 h; hits give low values; fluorescence ratio to DMSO, % at 10 µM; 0.19% of 360,000 active;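 active = fluorescence ratio to DMSO below 75%, the collection mean minus 3 SD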;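 also: signal is porphyrin accumulated inside mitochondria; 100% equals median channel fluorescence of DMSO control wells; lower ratio means ABCB6 inhibition with less porphyrin fluorescence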
ABHD5 PLIN5 PPI: ABHD5-PLIN5 protein interaction inhibition; 0.78% of 360,000 active; Split G. princeps luciferase complementation, luminescence, 4 h; inhibition, % at 4 µM; Q00G26+Q8WTS1; AID 602281;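 active = inhibition above the mean inhibition across every tested compound plus 3 SD, cut at about 22% in these data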;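 also: 0% = DMSO only wells and the 100% control is not disclosed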
Target sequence (Q00G26 whole entry, looked up): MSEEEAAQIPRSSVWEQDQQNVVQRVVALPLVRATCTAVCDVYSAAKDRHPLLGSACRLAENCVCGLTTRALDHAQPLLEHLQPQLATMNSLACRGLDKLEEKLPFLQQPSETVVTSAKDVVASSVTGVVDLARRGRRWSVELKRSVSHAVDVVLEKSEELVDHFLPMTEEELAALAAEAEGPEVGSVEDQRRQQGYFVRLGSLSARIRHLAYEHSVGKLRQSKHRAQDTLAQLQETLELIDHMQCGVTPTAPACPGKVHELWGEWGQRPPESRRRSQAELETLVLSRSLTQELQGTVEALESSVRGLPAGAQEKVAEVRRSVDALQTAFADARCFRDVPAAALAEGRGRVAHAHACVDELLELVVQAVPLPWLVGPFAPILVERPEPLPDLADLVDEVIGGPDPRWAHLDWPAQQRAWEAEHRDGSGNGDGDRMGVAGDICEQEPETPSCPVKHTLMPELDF
Target sequence (Q8WTS1 whole entry, looked up): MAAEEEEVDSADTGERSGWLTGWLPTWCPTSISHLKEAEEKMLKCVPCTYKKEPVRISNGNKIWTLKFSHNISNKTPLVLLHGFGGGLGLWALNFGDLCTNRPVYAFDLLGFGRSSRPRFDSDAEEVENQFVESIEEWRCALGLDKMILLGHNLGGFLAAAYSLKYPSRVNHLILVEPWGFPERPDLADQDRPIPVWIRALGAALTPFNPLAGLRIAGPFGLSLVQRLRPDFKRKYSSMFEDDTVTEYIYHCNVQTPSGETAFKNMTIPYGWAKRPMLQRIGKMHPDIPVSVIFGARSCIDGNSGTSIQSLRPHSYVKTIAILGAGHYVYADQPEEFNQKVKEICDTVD
NCOA2 inhibitor: human SRC2 (NCOA2) inhibition | Q15596 | HEK293 GAL4-SRC2 luciferase reporter, luminescence | inhibition, % at 9 µM | 0.17% of 370,000 active | AID 651957;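 active = inhibition above the mean inhibition of all tested compounds plus 3 SD, set per campaign, cut at about 52% in these data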;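 also: 0% = DMSO treated cells and 100% = cells given Gossypol at 36 µM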
Glyco luc inh: N-linked glycosylation inhibition. reporter increase, % at 12.5 µM. 0.23% of 360,000 active. D54 ERlucT glycosylation luciferase reporter, 24 h; percent of 100 nM tunicamycin response. AID 588692;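 active = mean luciferase reporter signal, scaled so untreated is 0 and the glycosylation-blocking control 100, at or above a set limit in every replicate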;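 also: luciferase carries N-glycosylation sites so blocking glycosylation raises the light; 0% = median of neutral control wells and 100% = median of 100 nM tunicamycin wells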
MC4R barr agon: activates human MC4R beta-arrestin recruitment; U2OS MC4R beta-arrestin complementation, luminescence; percent of melanotan II response, DMSO zero; AID 540308; activation, % at 8.9 µM; 0.98% of 360,000 active; P32245;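 active = activation above a per-plate cutoff, the mean activation of sample wells on that plate plus 3 SD, cut at about 8% in these data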
NOD2 RIPK2 PPI: blocks binding of human NOD2 to RIPK2. O43353. CHO BLA complementation NOD2-RIPK2, CCF4 ratio. inhibition, % at 4.98 µM. 0.38% of 360,000 active. AID 624267; in the data active = inhibition above about 21%;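 also: 0% = vehicle only and 100% = reference blocker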
MC4R antagonist: blocks human MC4R cAMP signaling; P32245; AID 540295; MC4R-expressing cells, MTII-stimulated cAMP, LANCE TR-FRET; 0.48% of 360,000 active; inhibition, % at 6.5 µM;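 active = inhibition above its plate's cutoff, the mean of tested wells on that plate plus 3 SD, cut at about 29% in these data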;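 also: 0% = Melanotan II alone and 100% = Melanotan II plus saturating MCL0020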
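Assay system: U2OS cells stably expressing human melanocortin 4 receptor (MC4R) / Dosing: 6.5 µM / Timing: compound 30 min, challenge 1 h, detection 1 h / Measured by: Eu-cAMP/anti-cAMP TR-FRET, emission 671 nm / Replicates: singlicate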
HTR2A ag: activates the mouse 5-HT2A serotonin receptor; P35363; CHO-K1 mHTR2A beta-arrestin complementation, luminescence; percent of 30 µM serotonin response; activation, % at 7.6 µM; 0.66% of 360,000 active;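 active = activation above a run cutoff, the mean activation of all tested compounds plus 3 SD, cut at about 14% in these data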;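 also: 0% = plate median of compound wells and 100% = 30 µM serotonin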
Numbers without * were called inactive; nt = no result given; & = joins results of further samples.

SMILES | TLR9-MyD88 inh | H9c2 protect | ABCB6 inh 2 | ABHD5 PLIN5 PPI | NCOA2 inhibitor | Glyco luc inh | MC4R barr agon | NOD2 RIPK2 PPI | MC4R antagonist | HTR2A ag
O=C(OCC(=O)c1c[nH]c2ccccc12)c1cc(S(=O)(=O)N2CCOCC2)ccc1F | 5 | -5 | 104 | 6 | 7 | 0 | -4.9 | 10 | -36 | 2
CC(=O)c1cccc(OCc2cc(C(=O)N(C)C(C)c3ccccn3)no2)c1 (configuration not stated) | -10 | -1 | 93 | -3 | 8 | 1 | -1.4 | -5 | 4 | 1
Cc1cc(C)n(CC(=O)N2CCCC(N3CCN(c4ccccc4C)CC3)C2)n1 (configuration not stated) | 3 | -1 | 102 | 14 | -3 | 1 | 1.0 | -3 | 4 | -10
CCOC(=O)c1c(NC(=O)CSc2nnc(-c3cccnc3)o2)sc2c1CCC2 | 2 | 0 | 100 | -7 | -18 | 0 | -1.9 | 5 | -4 | -3
COc1ccc(CCNC(=O)c2ccccc2NC(=O)c2ccco2)cc1OC | 5 | 12 | 97 | 1 | -10 | 2 | 0.4 | 1 | 8 | 24*
COc1ccc2ccc3c(c2c1)N=C[C@]1(O3)N(C)c2ccccc2C1(C)C | -11 | 2 | 81 | -6 | 26 | 4 | -2.4 | 1 | -5 | -1
Cc1ccc([N+](=O)[O-])cc1-c1ccc(/C=C(\C#N)c2[nH]nc(N)c2C#N)o1 | -4 | 43 | 93 | 5 | -66 | -8 | 2.5 | 3 | -26 | -3
COc1ccc(S(=O)(=O)N2CCSC2C)cc1C (configuration not stated) | 9 | -2 | 108 | 2 | -5 | -2 | -0.8 | -2 | 5 | 4
CCCc1cc(=O)[nH]c(SCC(=O)NC(=O)NC2CCCC2)n1 | -12 | -16 | 104 | -2 | 1 | -1 | -0.8 | -4 | 3 | 0
O=C(NC1CCCCC1)C1CCC(=O)N(C2CC2)C1 (configuration not stated) | 12 | 8 | 98 | 1 | -2 | 1 | -2.9 | -4 | 0 | -3
COc1ccc2c3c([nH]c2c1)C1CC2C(CC(O)C(OC)C2CO)CN1CC3 (configuration not stated) | 9 | 2 | 105 | -1 | 9 | 0 | -0.8 | -5 | -1 | -3
COc1cc(Cl)ccc1OCc1cc(C(=O)N2CCCCCCC2)no1 | -4 | -3 | 107 | -7 | -28 | 1 | -0.6 | -6 | 1 | -1
O=C(NC1CCCC1)c1cccc2c1C(=O)c1ccc(/C=C/c3ccccc3)cc1S2(=O)=O | 2 | 4 | 95 | 5 | -2 | -5 | 0.8 | -5 | -1 | 8
O=C(O)C(Cc1ccccc1)N1C(=O)C2C3CCC(C3)C2C1=O (configuration not stated) | -1 | -4 | 109 | 12 | 12 | 0 | 1.2 | -11 | 9 | 6
COc1cccc(CN2CCNC(=O)C2CC(=O)NCCCN2CCCC2=O)c1 (configuration not stated) | 3 | 0 | 95 | 12 | 13 | 3 | 2.3 | 6 | -1 | 5
COc1ccc(/C=N/NC(=O)c2cc(C(C)(C)C)[nH]n2)cc1COc1ccc(F)cc1F | -3 | 6 | 95 | 0 | -27 | -1 | -1.4 | -8 | -3 | -5
O=C1CN(S(=O)(=O)c2cccc(Br)c2)CCN1 | -5 | 6 | 104 | 0 | 10 | 4 | -1.6 | -3 | 0 | 4
O=C(c1ccccc1)N1CCN(Cc2ccc3c(c2)OCO3)CC1 | -2 | 4 | 99 | -7 | 17 | -3 | -1.4 | -5 | 0 | -8
COc1ccc(CNC(=O)CN(C)S(=O)(=O)c2ccc3c(c2)OCCO3)cc1OC | 2 | 2 | 96 | 6 | 13 | 3 | -0.1 | -7 | 1 | 4
CCOc1ccccc1C(=O)Nc1nn[nH]n1 | 9 | 2 | 104 | 1 | 16 | 0 | -3.2 | -8 | 3 | -3
COc1ccc(CCNC(=O)COC(=O)CNS(=O)(=O)c2ccc(SC)c([N+](=O)[O-])c2)cc1 | -13 | 27 | 99 | -3 | 14 | 1 | 0.7 | -8 | 15 | 9
COC(=O)c1cccc(S(=O)(=O)N2CCN(c3nc4ccccc4s3)CC2)c1 | 6 | -1 | 103 | -10 | -6 | 4 | 1.6 | -11 | 7 | -8
c1ccc(-c2n[nH]c(-c3ccccn3)n2)nc1 | -1&-1 | -2&3 | 94&101 | -4&-3 | -54&-54 | -7&-4 | 0.1&0.6 | -4&-6 | 10&-1 | 2&2
O=[N+]([O-])c1ccccc1-c1ccc(C(=S)N2CCN(c3ccccc3)CC2)o1 | -17 | -6 | 98 | -12 | 5 | 0 | -1.5 | 6 | -3 | 0
O=C(c1ccc(F)cc1)N1CCC(C(=O)N(Cc2ccccc2)c2ccccc2)CC1 | -2 | 5 | 91 | -1 | 0 | -3 | 0.8 | -5 | -4 | -2
Cc1cc(Cl)c(OCCCN2CCCCC2)c(Br)c1 | 4 | 12 | 94 | 1 | -9 | 1 | -2.4 | -3 | 9 | 0
CN1/C(=C\C(=O)C[n+]2ccc3ccccc3c2)C(C)(C)c2ccccc21 | nt | -19 | 147 | 6 | 4 | 2 | 1.2 | -10 | 1 | 0
COCCCNC(=O)Cn1nc(-c2cccc(OC)c2)ccc1=O | 6 | 6 | 89 | 4 | -25 | -1 | 0.7 | -3 | -1 | -1
CCOC(=O)C1=C(NC(=S)NC(=O)c2ccccc2)c2ccccc2CC1(C)C | 4 | 15 | 99 | -9 | -5 | -10 | 0.6 | -14 | 10 | 8
O=C(Cc1csc(-c2ccc(Cl)cc2)n1)Nc1cccc(S(=O)(=O)NC2=NCCC2)c1 | -10 | 3 | 103 | -10 | -1 | -1 | -1.7 | -5 | 7 | -1
CCOC(=O)N1CCN(C(=O)CCN2C(=O)c3ccccc3S2(=O)=O)CC1 | -1 | -3 | 95 | -2 | -23 | -2 | 1.1 | -2 | 3 | 7
Nc1nc(Br)c2ccccc2c1-c1ccc(F)cc1 | -9 | 1 | 106 | -4 | 5 | -6 | 2.9 | -2 | 2 | -7
CC(=O)c1cccc(NC(=O)COc2cc(C)on2)c1 | -9 | 4 | 98 | -1 | 10 | -1 | -0.6 | -2 | -5 | 4
Cc1ccc(C(C(=O)NC2CCCCC2)N2CCN(C(=O)c3ccco3)CC2)cc1 (configuration not stated) | 0 | 10 | 94 | 8 | 10 | 0 | -2.1 | 6 | 7 | 5
COc1ccc(S(=O)(=O)N2CC(=O)Nc3ccccc32)cc1 | -4 | 16 | 99 | 7 | -9 | 1 | 1.4 | -4 | -5 | 1
C/C(=N\NC(=O)c1ccncc1)c1ccc(N(C)C)cc1 | 5 | -3 | 100 | 3 | -74 | 3 | -1.0 | -8 | 2 | -1
COc1ccccc1NC(=O)Cc1nnc(SCC(=O)NC2CCCCC2C)n1C (configuration not stated) | -6 | -14 | 99 | 0 | -6 | -2 | -0.3 | -8 | -2 | 4
Cc1cc(C)c2nc(NC(=O)c3ccc4c(=O)n5c(nc4c3)CCCCC5)sc2c1 | -6 | 0 | 90 | -1 | 9 | -1 | 0.6 | -9 | 1 | 1
O=C(Nc1ccncc1)c1cccc(S(=O)(=O)N2CCc3ccccc32)c1 | -4 | -7 | 100 | 10 | -4 | 1 | -0.6 | -4 | 0 | 9
Cc1ccccc1CN(C)C(=O)CNC(=O)c1ccc2ccccc2c1 | -2 | -2 | 99 | 4 | -16 | -1 | -1.0 | -8 | 11 | 1
O=C1[C@H]2[C@H](C=CC[C@H]2C(=O)N2CCOCC2)CCN1Cc1ccccc1 | -2 | 2 | 100 | -1 | -38 | 0 | -1.1 | -5 | -2 | 5
CC(O)(CS(=O)(=O)c1ccc(Br)cc1)c1ccccc1 (configuration not stated) | 2 | 1 | 98 | -2 | -20 | -1 | -0.8 | 2 | -1 | 1
CC1(C)Cc2ccccc2C(=O)N1 | -8 | 12 | 94 | 4 | -13 | -3 | -1.9 | 5 | -8 | -1
CCN(CC)c1ccc(/C=N/N2CCOCC2)cc1 | 3 | -18 | 99 | -19 | -81 | -3 | 0.8 | 4 | -5 | 0
O=C(O)CP(=O)(c1ccccc1)c1ccccc1 | 2 | -3 | 103 | 12 | -13 | 1 | 0.1 | 7 | -2 | -1
COc1ccc(C/C(C)=N/NC(=O)c2ccc(Cl)cc2)cc1 | 6 | 5 | 96 | -1 | -33 | 1 | 1.1 | -1 | 4 | -3
O=C(NCCS(=O)(=O)N1CCN(c2ccccc2)CC1)c1ccco1 | 8 | -1 | 98 | -5 | 8 | 1 | -0.1 | -2 | 14 | -1
O=C(CSc1nnc(-c2ccccc2)n1C1CCCCC1)N1CCCC1 | -5 | 1 | 99 | 3 | -4 | 1 | 0.3 | -7 | 14 | -1
O=C(NCc1cccnc1)c1cc(Sc2ccc(F)cc2F)nc2ccccc12 | 3 | 1 | 90 | -7 | 47 | -5 | -0.3 | 0 | 18 | -2
COc1ccc(CNC(=O)COC(=O)/C=C/c2ccc(S(=O)(=O)N3CCOCC3)cc2)cc1 | nt | 6 | 95 | -1 | 1 | 1 | -1.6 | 2 | 0 | 1

Only part of the results is shown (hit frequency here may not be typical).
